Source: PubChem BioAssay (National Center for Advancing Translational Sciences (NCATS))
HttQ103 aggreg – inhibitors of mutant huntingtin aggregate formation in PC12 cells | AID 1688 | Potency, µM (doses to about 46.1 µM), for inactives: top-dose activity change, negative = inhibition, most hits filed as inhibitors | hit rate 1.1% among 220,000 | PC12 HttQ103-GFP aggregates, Acumen cytometry, 40 h; also: % is scaled to controls: 0 for no effect and ±100 for the full control effect; nearly all actives have a fitted effect of over 60% in size
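PC12 cells with ecdysone-inducible HTT exon1 Q103-GFP, induced by 100 nM tebufenozide, given compounds in a concentration series. GFP aggregates (1–25 um, 6 SD above background) counted in lysates by laser-scanning cytometry, 488 nm excitation.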
HTT ATP protect – protects HTT-Q103 PC12 cells, measured by ATP | PC12 HTT-Q103 induced, cytoprotection, ATP luminescence, 40 h | Potency, µM (top dose mostly 56.4 µM), inactives show cytoprotection (ATP increase), most hits filed as activators | hit rate 0.14% among 230,000 | AID 1471;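 also: % of control where 0% means no effect; nearly all actives have a fitted effect of over 45% in size; toxic huntingtin expression switched on by the ecdysone agonist tebufenozide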
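Readout: ATPlite luminescence (ATP level). Model: stable PC12, inducible Htt exon1 Q103-GFP. Inducer: tebufenozide, 100 nM final. Compounds: dose series. No G418 in medium.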
GAA spleen mod – inhibitors or activators of human alpha-glucosidase in spleen homogenate. human spleen homogenate, 4-MU-alpha-glucoside fluorescence. Potency, µM (doses to about 79.9 µM), for inactives: at the highest dose activity change, negative = inhibition, most hits filed as inhibitors. hit rate 0.006% among 240,000. AID 2112;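 also: 0% = enzyme with vehicle and -100% = no enzyme basal signal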
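Enzyme source: human spleen homogenate, 1 ug/well. Buffer 50 mM citric acid/K phosphate pH 5.0, 0.01% Tween-20. 4-MU-alpha-glucoside 1 mM; 37 C x 40 min; NaOH/glycine stop; fluorescence.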
GAA glycogen mod – GAA glycogen-cleavage inhibition or activation; P10253; recombinant GAA, glycogen substrate, Amplex Red glucose oxidase fluorescence; Potency, µM (series often up to 76.4 µM), for inactives: at the top dose activity change, negative = inhibition, hits mostly inhibitors; hit rate 0.38% among 300,000;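 also: 0% = full enzyme reaction and -100% = no-enzyme basal signal; the screen sought inhibitors and activators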
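Natural-substrate format: glycogen cleavage by 4 nM human enzyme, glucose read by Amplex Red coupling (Ex 573, Em 610 nm). Normalized to enzyme and no-enzyme controls.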
GAA inh – inhibitors of human lysosomal alpha-glucosidase. P10253. purified human GAA, 4-MU-alpha-glucoside fluorescence. Potency, µM (series often up to 76.9 µM), inactives show at the highest dose activity change, negative = inhibition, most hits filed as inhibitors. hit rate 0.005% among 200,000. AID 1466;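 also: plate controls were uninhibited enzyme wells for no effect and no-enzyme background for full effect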
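Compounds are titrated up to 77 uM against 4 nM human enzyme. Substrate 4-methylumbelliferyl-alpha-D-pyranoside (400 uM) reacts 20 min at room temperature in pH 5.0 buffer; liberated 4-methylumbelliferone is read at 440 nm.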
IMPase Li inh – cell-permeable IMPase inhibitors with lithium potentiation. hit rate 0.35% among 210,000. Potency, µM (doses to about 59.4 µM), inactives show at the top dose activity, negative = IMPase inhibition, usual class: inhibitors. CHO-M1 cells, IP1 TR-FRET (IP-One), carbachol + lithium;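 also: IP1 builds up when IMPase is blocked and the TR-FRET signal falls; plate controls were basal vehicle for no effect and high inhibitor control for full effect; nearly all actives have a fitted effect of over 50% in size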
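Test compounds were applied to CHO-M1 cells previously cultured for 16–30 h at 2000 per well. A small lithium amount accompanied them; after 30 min at 37C, IP1 was quantified by TR-FRET.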
GoLoco inh red – RGS12 GoLoco-Gai1 interaction inhibition. Potency, µM (titrated, usually from 61.6 µM), without a hit: at the top dose activity, negative = inhibition, usual class: inhibitors. P63096. Gai1:RGS12 GoLoco peptide FP, rhodamine, 10 min. hit rate 0.44% among 230,000; active = well fitted inhibition curve with a large enough effect, not every such curve was filed as active; inactive = no such curve, though single readings can be large or run the other way; also: % is scaled to controls: 0 for no effect and ±100 for the full control effect; nearly all actives have a fitted effect of over 30% in size; many of its hits are not listed in these tables
Target sequence (P63096 whole entry, looked up): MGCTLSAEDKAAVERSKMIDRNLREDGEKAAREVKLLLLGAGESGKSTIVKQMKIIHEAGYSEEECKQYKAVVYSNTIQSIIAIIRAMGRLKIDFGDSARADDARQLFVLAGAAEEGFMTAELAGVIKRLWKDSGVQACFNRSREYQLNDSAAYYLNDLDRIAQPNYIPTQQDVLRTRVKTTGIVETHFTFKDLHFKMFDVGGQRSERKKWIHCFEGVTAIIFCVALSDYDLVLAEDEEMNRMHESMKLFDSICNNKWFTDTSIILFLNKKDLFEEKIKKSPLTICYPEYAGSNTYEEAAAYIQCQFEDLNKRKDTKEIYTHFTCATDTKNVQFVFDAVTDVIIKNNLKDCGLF
An asterisk follows results filed as active; ? = inconclusive; / = not tested or not shown; [ ] = dose if it differs, or a comment. Unless noted, calls follow the shape of the dose curve; as a rule, active = well fitted curve in the direction sought with a large enough effect; inconclusive = small, poorly fitted or top-dose-only effect, or another doubt; inactive = no such curve, though single readings can be large; an effect the other way counts as inactive or inconclusive. Potency is read from the fitted curve at half-maximal effect. Some of the compounds tested, so the mix of outcomes need not match the whole.

SMILES	HttQ103 aggreg	HTT ATP protect	GAA spleen mod	GAA glycogen mod	GAA inh	IMPase Li inh	GoLoco inh red
CN(C)CCC(=O)N1c2ccccc2Sc2ccc(Cl)cc21	/	/	-2%	-1%	-2%	33%	16%
CNC(=O)CN1C(=O)NC2(CCc3ccccc3C2)C1=O (configuration not stated)	7%	-41%[inhibitor]	-5%	8%	-10%	4%	5%
CCCOc1ccc(NC(=O)C2CC(=O)N(C(C)C)C2)cc1 (configuration not stated)	2%	-9%[10 µM]	-9%	5%	1%	/	/
CCOc1ccccc1N1CC(C(=O)Nc2ccc(C(=O)O)cc2)CC1=O (configuration not stated)	5%	-6%[10 µM]	-8%	-2%	-4%	-7%[38.3 µM]	8%
Cn1c(=O)c2c3c(sc2n2c(SCc4ccc5c(c4)OCO5)nnc12)COC(C)(C)C3	2%	-11%	-17%	-3%	1%	7%[38.3 µM]	8%
CCOc1ccc2c(c1)C(N(CCN1CCOCC1)C(=O)Nc1ccccc1)CC(C)(C)O2 (configuration not stated)	1%	-57%[inhibitor]	-4%	-10%	1%	1%	6%
CC1(C)CC(=O)C(/C=N/n2cnc3ccccc3c2=O)=C(O)C1	-9%	13%	-14%	1%	-1%	21%[38.3 µM]	0%
CCOC(=O)Cc1csc(NC(=O)NC2(C(F)(F)F)Oc3cc(Cl)c(Cl)cc3O2)n1	6%[9.22 µM]	-26%	1%	8.8µM*	0%	12%[38.3 µM]	6%
C#CCOCCOCCOCCNc1nc(N2CCN(C(=O)Cn3cc(CCCN=C(N)N)nn3)CC2)nc(N2CCN(C(=O)[C@H](C(C)C)n3cc(CCO)nn3)CC2)n1	-10%	/	3%	0%	?	2%	-5%
CCN1CN(CCc2ccccc2)CNC1=S	-6%	13%[10 µM]	9%	3%	-4%	-1%	-1%
O=c1[nH]nc(SCCS(=O)(=O)c2ccc(F)cc2)n1-c1ccc2c(c1)OCCO2	-8%[9.22 µM]	41%[10 µM]	-1%	-3%	0%	/	3%
O=C(Oc1ccc(-c2cn3c(n2)SCC3)cc1)c1ccccc1	-6%	1%	-8%	-7%	-1%	19%[38.3 µM]	3%
Cn1c(C(C#N)C2=C(Cl)C(=O)N(c3ccccc3)C2=O)nc2ccccc21 (configuration not stated)	-7%	-20%	0%	0%	?	14%[38.3 µM]	14%
Cc1ccc(C)c2[nH]c(=O)c(C(c3nnnn3Cc3ccccc3)N3CCc4ccccc4C3)cc12 (configuration not stated)	-10%	10%	-2%	-4%	3%	-4%[38.3 µM]	-2%
Cc1nnc(SCC(=O)N2CCOCC2)c2ccccc12	15%	-19%	3%	-13%	5%	/	/
Cc1cc(C)cc(C(=O)NC(=S)Nc2ccc(Cc3ccncc3)cc2)c1	-9%	-5%[10 µM]	-3%	0%	?	12%	-2%
CCOP(=O)(OCC)c1nc(-c2cccc3ccccc23)oc1NCc1ccc(OC)cc1	?	-69%[inhibitor]	?	-19%	?	-19%	-1%
CCOC(=O)Cc1nnc(NC(=O)c2ccco2)s1	7%	-26%[0.074 µM]	3%	9%	-1%	6%[38.3 µM]	-1%
O=C(c1ccc(C(F)(F)F)cc1)N1CCC(=O)N(C(COCc2ccccc2)Cc2ccccc2)CC1 (configuration not stated)	6%	/	2%	-7%	0%	16%	-10%
COc1ccc(NC(=O)c2cccc(OC(F)F)c2)cc1Cl	-16%	-7%	-5%	-9%	-7%	22%[38.3 µM]	6%
O=C(c1ccc2c(c1)OCO2)N1CCCC(c2ccccc2)C1 (configuration not stated)	-5%	18%[10 µM]	-8%	-1%	1%	/	/
Cc1cc(C)n2nc(C(=O)OCC(=O)Nc3ccc4c(c3)OCO4)nc2n1	0%	-4%[10 µM]	1%	26%	-21%	-20%[38.3 µM]	-8%
COC(=O)C1(C)Nc2ccccc2C(=O)N1c1ccccc1OC (configuration not stated)	-3%	-8%	-2%	0%	?	7%	6%
CN(C)c1nc(NCc2ccccc2)nc(SCC(=O)Nc2ccccc2)n1	6%	-12%	-1%	-2%	-4%	40%[activator][38.3 µM]	2%
O=C(Cn1ccccc1=O)c1cccs1	3%	-8%[10 µM]	-2%	-8%	-4%	-18%[38.3 µM]	-4%
CN(C)C(=O)N1CCNCC1	7%[9.22 µM]	13%[10 µM]	-1%	-1%	?	-4%	13%
O=C(CCCn1cnc([N+](=O)[O-])n1)Nc1cc(Cl)ccc1O	17%	-7%	5%	-9%	6%	0%	8%
COc1ccc(CC(=O)OCC(=O)Nc2cc(S(=O)(=O)N3CCOCC3)ccc2N2CCCC2)cc1	-3%	-40%[inhibitor]	-2%	-4%	?	9%	-2%
Cc1oc2c(C)c3oc(=O)c4c(c3cc2c1C)CCC4	-13%	-11%[0.074 µM]	-12%	-2%	-2%	24%[38.3 µM]	3%
Cc1[nH]c2ccccc2c1CCNC(=O)c1ccc2c(c1[N+](=O)[O-])C(=O)c1ccccc1C2=O	-14%	-66%[inhibitor]	-2%	7%	9%	10%[38.3 µM]	-1%
Cc1ccc(CS(=O)(=O)c2ccccc2-c2nnc(-c3ccc(Cl)cc3)o2)cc1	-8%	14%	-14%	1%	-4%	-23%[38.3 µM]	3%
COc1ccc(C(=O)NCC(c2cccnc2)N2CCN(c3ccc(F)cc3)CC2)cc1OC (configuration not stated)	6%	-9%	0%	1%	-4%	17%	12%
CSCCC(NC(=O)c1ccccc1)c1nc(-c2ccccc2)no1 (configuration not stated)	-27%	14%[10 µM]	4%	-14%	1%	/	/
CCC(=O)NC(Nc1cc(C)cc(C)n1)(C(F)(F)F)C(F)(F)F	-9%	7%[10 µM]	-1%	4%	4%	6%	8%
Cc1nc(-c2noc(-c3ccccc3Cl)n2)c(C(F)(F)F)o1	-1%[9.22 µM]	5%[10 µM]	5%	2%	-13%	/	5%
CC(C)Cc1nc2ccc(N)cc2[nH]1	-8%[9.22 µM]	-12%[10 µM]	0%	2%	6%	14%	22%
COc1ccc(C2OC(=O)C(C)(C)C(=O)C2(C)C)cc1OC (configuration not stated)	6%[9.22 µM]	25%[10 µM]	-1%	0%	/	/	-6%
COc1cc2cc(C#N)c(SCC(=O)N3CCOCC3)nc2cc1OC	18%	-6%[10 µM]	8%	-3%	8%	3%	3%
CC(=O)c1c(C)[nH]c(C(=O)OCC(=O)Nc2sc3c(c2C#N)CCCC3)c1C	-19%	8%[10 µM]	8%	1%	4%	15%	43%[activator]
Cc1cccc(N(C(=O)c2ccc(Cl)cc2)C2CS(=O)(=O)CC2OC(=O)c2ccc(Cl)cc2)c1 (configuration not stated)	-11%	6%	-6%	-8%	-7%	7%[38.3 µM]	12%
COC(=O)c1ccc(CSc2nnc(CNC(=O)c3cccs3)o2)o1	-11%	4%	-2%	5%	1%	23%[38.3 µM]	-1%
C=C(C)CSc1cc(C)nc2c(-c3ccccc3)c(C)nn12	11%[9.22 µM]	0%[10 µM]	-2%	-2%	/	/	10%
Nc1nnc(SCC(=O)OCc2ccc(F)cc2)s1	7%	-11%[10 µM]	-1%	8%	-1%	0%	13%
Cc1ccc(C)c(-c2nc3ccc(N)cc3[nH]2)c1	21%	-44%[inhibitor]	3%	?	2%	8%[38.3 µM]	10%
CC[N+](CC)(CC#Cc1ccccc1)CC(=O)c1ccc(Cl)cc1	-9%	7%[10 µM]	1%	9%	7%	11%	10%
CCOC(=O)Cc1csc(NS(=O)(=O)c2ccc(OC)cc2)n1	/	/	0%	12%	11%	3%	9%
CCOc1cc(C(=O)CSc2nnc(CNc3ccc(Cl)cc3)o2)ccc1NC(=O)CC	-34%	-106%[inhibitor]	1%	12%	2%	19%[38.3 µM]	8%
CC(C)C(=O)Nc1c2c(nc3ccccc13)N(C)CC2	12%	-3%	15%	-2%	?	-3%[38.3 µM]	-5%
O=C(Nc1ccc(N2CCN(C(=O)c3ccco3)CC2)cc1)c1cccnc1Cl	-5%[9.22 µM]	17%[10 µM]	-3%	17%	?	11%	2%
C=C(C)CSc1nnc(-c2ccc(C)cc2)n1N	9%	9%	-1%	3%	1%	26%[38.3 µM]	-3%
N#CCSc1nnc2sc3ccccc3n12	6%	-6%	-3%	5%	-2%[15.4 µM]	2%[38.3 µM]	6%
COc1ccc(S(=O)(=O)Nc2c(C(=O)O)[nH]c3ccccc23)cc1OC	10%	/	2%	?	-10%	-8%	3%
O=C(O)c1cccc(NS(=O)(=O)c2ccc(C3CCCCC3)cc2)c1	/	/	-2%	-14%	8%	5%	5%
CC1CCCCC1NC(=O)C1CCN(S(=O)(=O)N2CCC3(CC2)OCCO3)CC1 (configuration not stated)	7%	-5%	-6%	7%	2%	-6%[38.3 µM]	7%
CCOc1ccc(NC(=O)Cn2nnc(-c3ccccc3NC(=O)c3cccs3)n2)cc1	19%	-12%[10 µM]	2%	6%	1%	16%[38.3 µM]	4%
C/C(CC(=O)NC(C)C)=N\NC(=O)COc1cc(C)c(Br)cc1Br	6%	7%[10 µM]	4%	-4%	0%	-4%	11%
C=CCn1cc(F)c(=O)n(CC=C)c1=O	-12%	-20%	/	1%	4%	20%	7%
CCCCN(CCCC)/C(N)=N/c1nc(C)cc(C)n1	-11%	3%[10 µM]	-1%	14%	4%	19%	1%
CCOC(=O)/C=C/C(=O)Nc1nccs1	?	23%[10 µM]	0%	13%	-5%	3%	1%
Cc1cc(Cl)c(S(=O)(=O)N2CCN(c3ccccc3)CC2)cc1OCC(N)=O	6%	7%[10 µM]	-15%	1%	-12%	-6%	8%
